Source: PubChem BioAssay
CHO-K1 Ca antag – counter-screen for M1 antagonists: effect in parental CHO-K1 cells; inhibition, % at 3 µM; AID 602250; ATP-induced calcium, Fluo-8 fluorescence; hit rate 0.6% among 360,000;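 active = inhibition above a per-plate cutoff, the plate's mean sample inhibition plus 3 SD, cut at about 24% in these data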;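 also: 0% = DMSO plus EC80 ATP and 100% = DMSO alone without ATP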
TAAR1 antagonist – human TAAR1 antagonism | Q96RJ0 | CHO RD-HGA16 TAAR1, Fluo-8 calcium fluorescence, antagonist | inhibition, % at 3 µM | hit rate 1.5% among 360,000 | AID 624466;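 active = inhibition above a per-plate cutoff, the mean inhibition of test compounds on that plate plus 3 SD, cut at about 49% in these data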;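 also: 0% = DMSO plus EC80 beta-PEA response and 100% = DMSO alone without agonist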
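System: RD-HGA16 CHO cells with stable hTAAR1 and Gα16 | Probe or stimulus: EC80 β-phenethylamine stimulus | Dosing: 3 µM, single point | Times: Dye loading 75 min at 37 °C, then 30 min room temperature | Measured by: Fluo-8 calcium-sensitive fluorescence | Read-out basis: % inhibition of agonist calcium response | Replicates: n of 1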
M1 ag – agonists of human M1 muscarinic receptor | P11229 | CHO-K1 hM1, Fluo-8 calcium fluorescence, agonist mode; 0% DMSO, 100% acetylcholine EC100 | activation, % at 3 µM | hit rate 0.33% among 360,000 | AID 588814;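 active = activation above the run's mean compound activation plus 3 SD, cut at about 16% in these data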;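 also: peak over basal fluorescence ratio within a 140 s kinetic read after compound addition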
Target sequence (P11229 whole entry, looked up): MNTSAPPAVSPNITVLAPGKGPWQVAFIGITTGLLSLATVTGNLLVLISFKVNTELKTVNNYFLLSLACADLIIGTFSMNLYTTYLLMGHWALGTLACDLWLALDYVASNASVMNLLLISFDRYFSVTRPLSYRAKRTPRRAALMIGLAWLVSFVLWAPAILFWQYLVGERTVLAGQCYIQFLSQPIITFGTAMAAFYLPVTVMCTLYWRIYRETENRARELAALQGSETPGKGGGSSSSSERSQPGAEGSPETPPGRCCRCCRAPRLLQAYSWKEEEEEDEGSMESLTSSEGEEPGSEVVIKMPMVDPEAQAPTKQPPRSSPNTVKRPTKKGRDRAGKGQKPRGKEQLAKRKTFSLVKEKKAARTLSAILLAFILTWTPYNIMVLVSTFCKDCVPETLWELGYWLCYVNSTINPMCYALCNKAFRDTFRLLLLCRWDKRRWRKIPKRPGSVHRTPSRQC
OXTR potentiate – potentiators of human oxytocin receptor; P30559; CHO-OTR cells, Fluo-8 calcium fluorescence, potentiator mode; 0% = oxytocin EC15, 100% = EC100; activation, % at 3 µM; hit rate 0.061% among 320,000; AID 2445;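 active = activation above that plate's cutoff, the mean activation of tested compounds plus 3 SD, cut at about 6.6% in these data, passing the limit was not always enough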;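 also: 100% uses oxytocin at 75 nM as the full agonist control; some results filed as inactive read as strong as hits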
Target sequence (P30559 whole entry, looked up): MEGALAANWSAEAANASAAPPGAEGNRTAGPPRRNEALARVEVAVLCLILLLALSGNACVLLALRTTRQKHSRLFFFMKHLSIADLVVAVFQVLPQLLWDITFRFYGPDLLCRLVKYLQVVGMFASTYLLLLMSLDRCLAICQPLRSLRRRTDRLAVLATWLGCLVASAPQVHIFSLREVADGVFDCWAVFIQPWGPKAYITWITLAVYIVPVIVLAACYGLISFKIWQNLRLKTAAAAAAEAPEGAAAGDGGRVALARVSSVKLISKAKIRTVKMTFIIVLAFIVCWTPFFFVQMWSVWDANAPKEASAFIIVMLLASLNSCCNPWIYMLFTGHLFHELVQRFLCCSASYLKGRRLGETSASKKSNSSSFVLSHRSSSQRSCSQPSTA
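Assay system: CHO cell line stably expressing human OTR. Reagent: EC15 oxytocin agonist. Dosing: single dose, 3.0 µM nominal final compound concentration. Timing: compound 6 min at room temperature before oxytocin, 100 s read. Signal: kinetic Fluo-8 calcium fluorescence. Controls: oxytocin EC15 low and EC100 high.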
V1aR counter – counter-screen for oxytocin receptor agonists: human V1a receptor agonists | P37288 | CHO-V1R cells, Fluo-8 calcium fluorescence, agonist mode; 0% DMSO, 100% 3 nM vasopressin | activation, % at 3 µM | hit rate 0.25% among 320,000 | AID 2797;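 active = activation above the mean activation of all tested compounds plus 3 SD, per screening run, cut at about 20% in these data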;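 also: signal is peak over basal fluorescence ratio across a 100 second FLIPR read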
TAAR1 ag – agonists of human TAAR1; activation, % at 3 µM; hit rate 0.99% among 360,000; Q96RJ0; CHO RD-HGA16 TAAR1, Fluo-8 calcium fluorescence; vehicle wells 0%, saturating PEA agonist 100%;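 active = activation above the mean activation of all test compounds in the run plus 3 SD, cut at about 38% in these data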
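Test system: RD-HGA16 (CHO) cells co-expressing Gα16 and hTAAR1 | Doses: Single dose, 3 µM | Schedule: 17-24 h seeding, 75 min 37 °C dye, 30 min RT | Evaluation: % activation from peak over basal fluorescence ratio, DMSO-to-PEA scaled | Technique: Kinetic Fluo-8 calcium fluorescence | Benchmarks: Low control DMSO, high control PEA (EC100)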
CHO parental Ca – counter-screen: ATP calcium response change in parental CHO cells; parental CHO-K1, ATP-induced calcium, Fluo-8 fluorescence; inhibition, % at 5.6 µM; hit rate 0.63% among 330,000; AID 463079;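 active = inhibition above that plate's mean sample inhibition plus 3 SD, cut at about 26% in these data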;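 also: 0% = ATP-challenged DMSO wells and 100% = DMSO wells without ATP; some compounds past the cut are filed as inactive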
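Material: Parental CHO cells | Reagent: ATP | Compound dosing: Single nominal dose of 5.6 µM per compound | Detection: Intracellular calcium via Fluo-8 no-wash fluorescent dye | Read-out: % inhibition of ATP-induced calcium mobilization | Benchmarks: Low control ATP plus DMSO, high control DMSO only | Replicates: Singlicate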
M1 ag parental – M1 agonist counterscreen hit in parental CHO-K1 cells. activation, % at 3 µM. Fluo-8 calcium fluorescence; scaled to maximal ATP response, vehicle zero. hit rate 0.48% among 360,000; in the data active = activation above about 15%;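 also: untransfected CHO-K1 host cells lacking M1 receptor as counterscreen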
CHO-K1 Ca PAM – M1 PAM counterscreen hit in parental CHO-K1 cells | ATP EC20, Fluo-8 calcium fluorescence; 0% at ATP EC20, 100% at ATP max | AID 602247 | activation, % at 3 µM | hit rate 0.02% among 360,000;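 active = activation above the run cutoff, the mean activation of all test compounds plus 3 SD, cut at about 40% in these data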;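 also: peak over basal fluorescence ratio in a 140 s read after ATP addition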
Numbers without * were called inactive; / = not tested or not shown. Rows were taken by chance; any-hit rate near 3.3%.

SMILES	CHO-K1 Ca antag	TAAR1 antagonist	M1 ag	OXTR potentiate	V1aR counter	TAAR1 ag	CHO parental Ca	M1 ag parental	CHO-K1 Ca PAM
CCOCC(=O)Nc1ccc(OCc2ccccc2)cc1	14.5	10.8	-9.3	0.9	1.2	-0.3	-2.3	0.5	-10.3
COc1cccc(C(=O)NNC(=S)NC2CCCCC2)c1	-1.1	-1.2	-4.0	-6.8	-0.1	1.6	-1.9	0.1	5.9
O=C(O)c1cccnc1C(=O)c1ccccc1	-8.1	-11.1	-3.0	-2.6	0.2	3.3	-5.1	3.0	14.4
CCOc1ccc(CN2C(=O)c3ccccc3C2=O)cc1C(=O)NC1CC(C)(C)NC(C)(C)C1	-5.5	12.8	-8.5	0.9	0.2	-0.4	-15.1	0.5	9.4
COc1ccccc1/C=N/NC(=O)CCn1cnc2ccccc21	-8.1	0.8	-5.4	-6.6	-0.1	2.4	-9.9	0.5	-1.3
CN(C)c1ncc(CN2CCC(CO)(CCCc3ccccc3)CC2)s1	-7.6	-34.9	20.4*	-3.0	-0.7	7.5	-26.7	0.2	-1.8
O=C(Nc1ccncc1)C1CCN(S(=O)(=O)c2ccc(Cl)c(C(F)(F)F)c2)CC1	-0.2	2.9	0.6	-10.1	6.8	48.1*	-15.5	3.9	2.9
O=c1[nH]c2ccccc2s1	-8.0	-39.1	-2.4	0.4	-0.2	3.2	-7.8	1.0	12.4
Cc1cc(C)c(S(=O)(=O)N2CCN(C(=O)c3ccc4c(c3)OCO4)CC2)c(C)c1	-15.9	11.8	-2.7	-5.3	5.9	-4.5	-4.0	6.5	4.3
CSc1nc2c([nH]1)c(=S)n(C)c(=O)n2C	0.5	-10.4	-1.5	/	/	3.0	/	0.4	0.4
O=C(NCCOc1ccccc1)c1cncc(Br)c1	-13.7	-16.6	-1.8	-3.4	0.7	4.8	-17.9	-0.4	5.8
CNC(=S)NNC(=O)c1ccc2c(c1)OCO2	-16.5	-1.6	-4.4	-6.9	0.9	3.9	-6.5	-0.3	-7.7
CC(=O)N1CCc2cc(S(=O)(=O)NCCC(=O)N3CCN(c4ccccn4)CC3)ccc21	3.1	2.5	-6.4	-2.6	0.0	0.0	-15.4	0.2	11.2
CCOc1ccc(C(CC(=O)O)NC(=O)C2c3ccccc3Oc3ccccc32)cc1 (configuration not stated)	-7.8	14.5	-9.4	-11.0	0.9	-0.4	6.3	0.3	18.4
CN(CC(=O)N1CCOCC1)S(=O)(=O)c1ccc2ccccc2c1	-0.6	-16.5	-2.1	3.3	0.3	2.9	0.9	-0.2	6.8
COc1ccc(OCC(=O)Nc2ccc(N3CCCCC3)cc2)cc1	2.4	15.5	-7.9	-7.0	1.6	-0.1	7.3	1.1	13.2
NC(=O)c1nsc(C(=O)N(Cc2cccnc2)C(C(=O)NC2CCCCC2)c2ccc(F)cc2)c1N (configuration not stated)	-15.3	2.0	-7.9	-5.1	-0.3	-2.6	-22.6	0.5	-3.0
O=C1CCC([N+](=O)[O-])C(c2cccc(Br)c2)N1 (configuration not stated)	-5.8	-8.1	-2.3	-4.0	-0.4	2.0	-9.0	0.3	6.3
CN(C)S(=O)(=O)N1CCC(Oc2ccc(C(=O)N3CCCCCC3)cc2)CC1	-13.3	-1.4	4.8	/	/	2.7	/	8.6	4.3
CCN(CC)S(=O)(=O)c1ccc(OC)c(NC(=O)c2cc([N+](=O)[O-])ccc2N2CCOCC2)c1	-6.1	14.2	-2.4	/	/	1.3	/	0.6	5.6
O=S1(=O)CC(N2CCN(CCO)CC2)CN1C1CCCCC1 (configuration not stated)	4.6	-8.0	-3.0	/	/	0.1	/	0.8	13.2
CC1=C(C(=O)OCC2CCCO2)C(c2ccncc2)C2=C(CC(C)(C)CC2=O)N1 (configuration not stated)	-4.2	-11.9	-4.6	3.2	0.4	0.4	-11.3	0.2	12.2
O=c1c2ccccc2c(/C=N/n2cnnc2)c(O)n1-c1ccccc1	-12.4	-17.6	-1.8	-10.8	-0.4	1.2	2.5	-0.2	19.6
CCCOC(=O)c1ccc(NC(=O)c2cnccn2)cc1	9.0	-28.0	-2.4	-4.2	2.9	2.4	-2.9	0.7	-3.1
COCCNC(=O)C(c1ccc(O)cc1)N(Cc1ccccc1)C(=O)CCC(=O)Nc1nccs1 (configuration not stated)	10.5	1.9	-2.4	-5.2	0.7	-1.7	5.3	-0.1	-12.1
O=S(=O)(NC1CCCCCC1)c1cccc2cccnc12	-17.1	4.2	-2.6	-3.2	-1.6	4.8	-4.8	0.5	-0.1
CCOc1ccc(N(C(=O)Nc2ccccc2)C2=NCCC2)cc1	-10.2	6.8	-9.4	0.1	0.7	8.6	-2.8	0.8	-1.7
COc1ccc2oc(C(=O)OCc3nnc(-c4ccccc4)o3)c(C)c2c1	14.5	9.4	3.5	-6.0	-0.2	0.9	-5.2	-0.6	4.5
CCn1c(CC(=O)Nc2cccc(OC)c2)nnc1SCC(=O)Nc1nccs1	0.6	3.6	-4.4	-4.3	-0.4	10.5	-24.1	0.2	-1.0
O=C(CCC(=O)c1cccs1)NNC(=O)c1ccccc1Cl	-2.8	-16.2	-2.4	1.3	-0.1	-0.6	-6.9	1.1	11.3
CC(/C=N\NC(=O)c1cccnc1)c1ccccc1 (configuration not stated)	11.5	-9.5	-0.8	-3.4	2.6	11.8	-4.6	-0.1	-9.8
O=C(/C=C/c1cccc(F)c1)N(c1ccccn1)C1CCCCC1	-14.0	-8.4	-5.9	-0.2	-0.6	11.3	-28.7	0.4	24.9
CC(=O)c1ccc(-c2ccc(C(=O)N(C)Cc3nc4ccccc4c(=O)[nH]3)o2)cc1	-12.1	36.4	-1.5	-8.4	8.6	18.6	-16.7	7.6	-6.6
COc1ccc(C2C(C(=O)N3CCC(C(N)=O)CC3)CC(=O)N2c2ccc(OC)cc2)cc1 (configuration not stated)	3.2	-20.9	0.5	-7.1	-0.1	1.4	-12.0	-0.3	-6.1
NS(=O)(=O)c1ccc(NNC(=O)c2ccccc2)cc1	-16.6	16.0	-3.2	-3.9	0.8	1.2	0.7	-0.2	21.5
O=C(Oc1ccc(-c2nnco2)cc1)c1ccc(Br)o1	-4.0	-8.8	-0.5	0.7	1.0	1.6	-0.7	0.5	-18.2
COC(=O)c1c(NC(=O)C2CC(=O)NN2Cc2ccccc2)sc(C)c1C (configuration not stated)	-2.1	-7.6	-0.9	-1.3	-1.2	1.9	-25.8	0.9	12.6
CCOc1ccccc1NC(=O)C(NCCc1ccc(OC)cc1)c1ccccc1 (configuration not stated)	-28.2	-3.8	-2.0	/	/	3.2	/	0.6	16.8
COC(=O)C1C2C=CC3(CN(C4CCCC4)C(=O)C13)O2 (configuration not stated)	17.5	14.0	-0.4	-17.9	0.9	4.8	-8.1	0.1	-4.8
Cc1cc(Br)cn2c(Cc3ccsc3)c(-c3ccc(Cl)cc3)nc12	-6.9	/	-1.6	/	/	/	/	-0.3	-3.0
COc1ccc(-c2cc(C)no2)cc1S(=O)(=O)NCCCN1CCCCCC1	-11.6	-10.0	-6.0	-13.6	-2.0	-1.2	-13.7	-0.5	-18.2
COc1ccc(NC(=O)CSc2nnc(Cn3cnc4ccccc43)o2)cc1	-19.1	11.6	-4.9	-5.9	0.2	-0.7	-8.0	1.2	14.3
COC(=O)Cn1cc(/C=C/[N+](=O)[O-])c2ccccc21	-12.1	-3.8	-0.5	2.0	-0.2	0.3	-9.1	0.3	6.9
CN(C(=O)c1cccc(NC(=O)Cc2ccc(NC(=O)C3CCCN(C(=O)C4CCCC4)C3)cc2)c1)C1CCC1 (configuration not stated)	-6.8	-18.7	-4.6	/	/	2.8	/	-0.1	2.8
CCS(=O)(=O)NCCc1cc2ccc(C)cc2[nH]c1=O	-7.1	/	-3.5	-2.1	0.3	/	-8.0	0.0	14.5
CC1(C)CN(c2ccccc2)N(Cc2ccc(F)cc2)C1=O	-14.8	3.4	-8.1	-4.2	-1.5	4.3	-11.4	1.0	14.2
COc1ccc(N(C(=O)COc2ccccc2)C2C=CS(=O)(=O)C2)c(OC)c1 (configuration not stated)	-20.1	-7.7	-2.8	-5.9	0.5	3.2	-11.4	1.1	12.7
CC1(C)CC(NC(=O)CSc2ccccc2)CC(C)(C)N1	-4.4	0.4	-10.1	-4.6	0.4	4.7	-11.7	0.6	9.9
CC(C)CCNC(=O)CCc1nnc2ccc(N3CCC(C)CC3)nn12	6.4	-11.4	-9.9	-6.0	-1.0	-2.9	-24.6	-1.6	-2.4
Cc1cccc(C(C)C)c1NC(=O)Cc1ccc(S(=O)(=O)N2CCOCC2)s1	4.7	-19.6	-1.7	-13.6	1.3	2.9	2.9	0.6	-14.8
Cc1nn2cnnc2c(C)c1Cc1ccc(Cl)cc1	3.5	0.0	-6.9	-11.4	1.1	0.0	-0.5	0.9	9.2
CCCCn1c(N)c(N(CCOC)C(=O)c2ccc(-c3cccc(C(F)(F)F)c3)o2)c(=O)[nH]c1=O	-0.7	-20.6	-0.9	-1.6	-0.5	2.1	-16.9	0.7	-7.5
O=C(CCC(=O)c1cccs1)NCc1cccc(C(F)(F)F)c1	2.3	-5.2	-5.2	-9.7	-0.5	-1.5	-15.8	2.3	-4.8
O=C(CCNC(=O)c1ccc(Br)cc1)NCc1cccnc1	1.2	-15.0	0.4	-5.9	1.0	0.5	-7.7	0.9	-16.9
NC(=O)C1CC(O)CN1c1nc(CN2CCOCC2)nc2scc(-c3ccccc3)c12 (configuration not stated)	6.5	-9.2	-1.1	-0.9	0.8	13.6	-8.3	-0.2	-2.8
COc1nc(N)c(S(=O)(=O)c2ccccc2C)cc1C#N	-10.2	12.2	-3.5	-5.7	-0.7	9.8	-12.5	0.9	13.3
NC(=O)c1ccc(NC(=O)CC23CC4CC(CC(Br)(C4)C2)C3)cc1	-15.9	3.2	-4.1	-9.2	0.9	14.2	-6.8	1.9	18.1

Three entries out of the list above, ordered by the number in OXTR potentiate, ascending.
Compound	OXTR potentiate
CC1(C)CC(NC(=O)CSc2ccccc2)CC(C)(C)N1	-4.6
CCCCn1c(N)c(N(CCOC)C(=O)c2ccc(-c3cccc(C(F)(F)F)c3)o2)c(=O)[nH]c1=O	-1.6
NC(=O)C1CC(O)CN1c1nc(CN2CCOCC2)nc2scc(-c3ccccc3)c12 (configuration not stated)	-0.9
